p47phox inh: p47phox/p22phox peptide binding inhibitors, primary screen, biochemical, uHTS, NADPH oxidase regulatory subunit | fluorescence polarization, 2 h | inhibition, % at 24.7 µM | 0.53% of 220,000 active;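 also: 0% = p47phox with labelled peptide and 100% = labelled peptide alone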
EBV gp42 block: Epstein-Barr virus gp42 inhibitors, primary screen, biochemical, uHTS, fluorescence polarization; Glycoprotein 42 (Epstein-Barr virus (strain AG876)), Q1HVG2; Fluorescence polarization binding assay, mP read-out; inhibition, % (tested at 21.74 µM); 0.42% of 220,000 active; AID 1085, 2008; in the data active = inhibition above about 50%
Cl transport mod: KCC2 cotransporter modulators, thallium flux, primary screen, cell-based, HEK293 KCC2, FluoZin-2 fluorescence, MLSMR; KCC2 cells, thallium flux FluoZin-2 fluorescence; Solute carrier family 12 member 5 (Homo sapiens), Q9H2X9; 2.2% of 190,000 active; B-score of Tl+ flux slope (higher = more flux/activation; lower = inhibition) at 10 µM;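 active = thallium flux slope and its plate-corrected score both differing from the plate sample mean at a set confidence after two filtering rounds, in either direction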;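 also: slope of fluorescence scaled to starting intensity during 10 to 20 s after thallium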
Target sequence (Q9H2X9 whole entry, looked up): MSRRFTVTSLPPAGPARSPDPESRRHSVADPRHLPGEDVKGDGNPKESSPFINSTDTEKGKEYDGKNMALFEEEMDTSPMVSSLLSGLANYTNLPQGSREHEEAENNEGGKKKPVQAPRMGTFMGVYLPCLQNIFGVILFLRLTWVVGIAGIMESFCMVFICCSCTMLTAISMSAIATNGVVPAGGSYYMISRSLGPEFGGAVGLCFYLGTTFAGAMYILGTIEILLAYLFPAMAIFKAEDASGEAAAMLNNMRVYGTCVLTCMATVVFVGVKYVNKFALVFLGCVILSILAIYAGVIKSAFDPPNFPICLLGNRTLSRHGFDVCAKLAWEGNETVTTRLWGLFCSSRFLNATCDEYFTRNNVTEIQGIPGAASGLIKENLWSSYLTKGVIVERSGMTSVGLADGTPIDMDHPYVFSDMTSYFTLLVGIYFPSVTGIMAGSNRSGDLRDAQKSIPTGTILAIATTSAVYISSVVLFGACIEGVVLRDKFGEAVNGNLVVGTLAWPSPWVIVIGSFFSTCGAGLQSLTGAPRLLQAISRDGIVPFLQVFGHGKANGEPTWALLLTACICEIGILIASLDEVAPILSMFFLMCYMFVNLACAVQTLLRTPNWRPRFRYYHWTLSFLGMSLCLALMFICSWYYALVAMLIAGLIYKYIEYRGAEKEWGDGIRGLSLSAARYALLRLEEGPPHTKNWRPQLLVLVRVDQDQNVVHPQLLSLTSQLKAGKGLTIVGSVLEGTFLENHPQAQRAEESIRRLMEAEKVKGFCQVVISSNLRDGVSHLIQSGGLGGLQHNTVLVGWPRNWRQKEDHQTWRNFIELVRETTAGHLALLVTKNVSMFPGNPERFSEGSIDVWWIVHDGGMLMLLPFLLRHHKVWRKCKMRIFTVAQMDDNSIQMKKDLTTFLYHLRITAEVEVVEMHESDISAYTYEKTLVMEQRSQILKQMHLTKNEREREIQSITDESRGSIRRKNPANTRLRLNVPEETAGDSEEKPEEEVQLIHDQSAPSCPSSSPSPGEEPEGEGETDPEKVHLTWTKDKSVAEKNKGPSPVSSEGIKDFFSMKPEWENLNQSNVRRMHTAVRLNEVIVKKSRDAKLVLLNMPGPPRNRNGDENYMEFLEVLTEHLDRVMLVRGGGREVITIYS
Thrombin inh: human alpha-thrombin inhibitors, primary screen, counter-screen for coagulation protease inhibitor project, biochemical, 1536-well, fluorogenic AMC substrate; Prothrombin (Homo sapiens), P00734; Boc-VPR-AMC fluorogenic substrate cleavage; inhibition, % at 5 µM; 0.26% of 220,000 active; AID 1046, 2008;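 active = inhibition at or above 40%; inactive = inhibition below 40%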;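 also: 0% = enzyme with no compound and 100% = wells without enzyme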
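System – human alpha-thrombin · Medium – pH 7.5 Tris (50 mM) with NaCl 150 mM, Tween 20 0.05% · Compound – single-point dosing at 5 µM, 0.2% DMSO · Incubation – enzyme reaction carried out at room temperature · Technique – fluorescence of released AMC, ex 355 nm, em 460 nm · Read-out basis – % inhibition of thrombin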
14-3-3 Bad inh: inhibitors of 14-3-3 zeta/Bad binding, primary screen, biochemical, TR-FRET, bovine 14-3-3 zeta. 14-3-3 protein zeta/delta (Bos taurus), P63103. 0.71% of 220,000 active. TR-FRET 14-3-3zeta/Dy647-pBad peptide displacement, 1 h. inhibition, % at 21.7 µM;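 active = inhibition above about 70%, limit read from the data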;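 also: 0% = full 14-3-3 plus peptide FRET controls and 100% = background without 14-3-3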
hK5 inh: human KLK5 protease inhibitors, primary screen, biochemical, 1536-well; recombinant hK5, fluorogenic AMC substrate cleavage; AID 873, 2007; 0.59% of 210,000 active; inhibition, % at 5 µM; Kallikrein-5 (Homo sapiens), Q9Y337;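 active = inhibition of 40% or more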;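 also: 0% = enzyme controls without compound and 100% = no-enzyme blanks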
Furin inhibitor: human furin inhibitors, primary screen, biochemical, fluorescence intensity; purified furin, fluorogenic substrate cleavage; inhibition, % at 30 µM; 0.061% of 220,000 active; AID 463115, 2010; in the data active = inhibition above about 25%; also: inactives centre near -15
Rad51 HR inh: human RAD51 strand exchange inhibitors, primary screen, biochemical, fluorescence. DNA repair protein RAD51 homolog 1 (Homo sapiens), Q06609. hRad51 DNA strand exchange, fluorescence dequenching. inhibition, % at 10 µM. 0.085% of 200,000 active;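 active = inhibition above 40% at the single screening dose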;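 also: 0% = DMSO control wells and 100% = blanks with heterologous ssDNA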
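Assay system: Human Rad51 nucleoprotein filaments preassembled on unlabelled ssDNA | Reagent: Donor/quencher-labelled 47-bp dsDNA substrate | Doses: One concentration, 10 µM final | Times: 37 °C 15-min filament assembly, 30-min compound preincubation, 15-min exchange | Technique: Fluorescein emission 520 nm, excitation 485 nm | Benchmarks: Plate control and blank wells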
eIF4E 4G PPI: eIF4E–eIF4G protein interaction inhibitors, primary screen, biochemical, uHTS, TR-FRET, eIF4GI fragment. TR-FRET eIF4E-eIF4GI(517-606) binding, 2 h. 0.37% of 220,000 active. inhibition, % at 21.7 µM;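 also: 0% = full FRET control wells and 100% = background wells lacking eIF4GI fragment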
Active calls of the source: *; · = not tested or not shown; [ ] = dose if it differs, or a comment.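 The calls were made as follows, unless noted: active = inhibition above about 30% (limit read from the data); inactive = the rest.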

SMILES	p47phox inh	EBV gp42 block	Cl transport mod	Thrombin inh	14-3-3 Bad inh	hK5 inh	Furin inhibitor	Rad51 HR inh	eIF4E 4G PPI
CC(=O)c1cccc(N(CC(=O)N2CCOCC2)S(C)(=O)=O)c1	-12.3	-2.3	-0.218	-6.7	-1.4	0.1	-15.7[20 µM]	-35.4	1.4
Cc1ccc2nc(CSc3nc(C)cc(C)c3C#N)[nH]c2c1	-9.7	-18.4	5.94*	4.5	-11.8	-40.2	-13.0[20 µM]	-8.3	-0.5
O=C(N1CCOCC1)C12CC3CC(C1)CC(c1ccccc1)(C3)C2	-14.2	-11.4	-1.87	-4.1	11.5	-18.0	-25.8[20 µM]	3.6	-3.5
O=C(N/N=C/c1ccccc1)c1c(O)c2ccccc2[nH]c1=O	-10.2	-13.4	-0.029	2.4	13.7[fluorescence artefact?]	5.5	-20.5	2.4	-2.6
O=C(O)C1=C[C@@H](c2ccc3c(c2)OCO3)C[C@@H](OCCCCO)O1	0.6	-0.1	-0.226	-4.4	-0.4	-5.4	-16.5	-5.8	-0.9
COc1ccc(-n2cc(CNC3CCOCC3)c(-c3cccc(F)c3)n2)cc1	1.5	-6.2	2.1	-1.6	4.2	·	-19.9	·	2.9
COc1ccc(C(=O)/C=C/Nc2ccc(S(=O)(=O)Nc3nc(C)cc(C)n3)cc2)c(OC)c1	-3.9	-4.2	-0.552	-2.5	-10.2	3.0	-5.4	-11.5	-0.4
Cn1cc(Br)c(C(=O)Nc2sc3c(c2C#N)CCC3)n1	-18.0	-5.7	-0.155	-3.2	-6.0	-1.9	-23.5	5.0	-4.1
Cc1c2c(c(C)n1C)C(C(=O)NC1CCCCC1)N(Cc1ccccc1)C2=O (centres undefined)	-6.9	-13.8	0.75	-0.8	-3.4	-11.2	-26.0	-12.7	2.5
Cc1nnc(SCC(=O)N2CC(=O)Nc3ccccc32)s1	-7.6	-5.0	0.651	-9.2	2.6	-2.3	-13.8	12.3	0.0
CCc1ccc2c(c1)C(NC(C)=O)C(=O)N2CC (centres undefined)	-7.2	-7.0	0.697	-1.3	2.9	-7.5	-14.0	-2.2	-1.9
CC(Oc1ccc(Cl)cc1)c1ccnn1S(C)(=O)=O (centres undefined)	-18.2	-27.4	0.11	6.6	9.0	-2.9	-26.1[20 µM]	4.6	0.9
CCC(Nc1ccc(OC)cc1)C(=O)N/N=C/c1ccc([N+](=O)[O-])cc1 (centres undefined)	-0.6	-6.0	0.792	-2.3	-13.5	-12.2	-16.7	19.1	3.2[fluorescence artefact?]
CCn1c2ccccc2c2cc(NC(=O)C(=O)N3CCOCC3)ccc21	-3.3	-3.8	-0.757	-6.5	-11.3	0.4	-31.7	2.6	-0.1
O=C(NCc1ccccc1)Nc1cc(Cl)ccc1Cl	-13.0	-7.8	-0.531	3.6	-13.6	4.4	-23.3	19.4	2.1
COc1ccc(Oc2c(C)oc3c(CN(C)C)c(O)ccc3c2=O)cc1	-98.6	-10.6	·	-0.1	7.0[fluorescence artefact?]	-12.4	-16.0	5.8	12.6[fluorescence artefact?]
O=C(NCC1CCCO1)C1c2ccccc2C(=O)N1C1CCCCCCC1 (centres undefined)	-2.1	-3.1	1.53	-0.2	-7.8	-7.6	-9.0	·	0.6
CCS(=O)(=O)n1nc(-c2ccco2)nc1SC	-5.0	-19.7	·	-4.9	0.1	-30.2	-13.0[20 µM]	-3.6	2.0
Cc1[nH]nc(Nc2ccc(Br)cc2)c1[N+](=O)[O-]	-8.3	-7.4	0.356	-7.0	3.0	-4.2	-11.9	17.3	-3.2
O=C(N/N=C/c1ccco1)c1cc(-c2ccc(Br)s2)[nH]n1	-15.1	3.1	0.629	-6.0	-2.4	-0.9	-15.4	-9.3	-5.1
C/C(=N\NC(=O)c1cccc(S(=O)(=O)N2CCOCC2)c1)c1cc2ccccc2o1	-14.7	-3.9	0.293	0.0	-5.7	-10.4	-6.8	22.2	-3.1
Nc1cc(Cl)ccc1N1CCCC1	7.0	4.9	0.796	-11.3	1.2	-12.5	-10.8	4.9	8.8
Cc1ccc(S(=O)(=O)C(F)(F)F)cc1NC(=O)c1cccnc1	-2.4	-3.0	·	1.9	-6.5	-14.7	-0.9[20 µM]	3.9	1.3
Cc1[nH]c2ccccc2c1C(=O)CSc1ccc(Cl)cc1	-13.2	-17.5	·	2.0	-1.5	2.1	-27.3	·	3.7
CCOc1cc(S(=O)(=O)N2CCCCC2)ccc1Cl	5.0	5.4	-0.185	104.4*	60.8	59.7*	-18.0	·	5.9
Fc1ccc(Cn2c(SCc3ccc(F)c(F)c3)nnc2C(F)(F)F)cc1	-1.4	7.9	·	15.9	-5.4	28.8	-7.0[20 µM]	-1.9	10.6
COc1ccc(-c2csc(N3C(=O)CNC3=S)n2)cc1	-1.2	-26.4	0.0472	-0.3	-8.3[fluorescence artefact?]	-13.3	-14.8	-8.1	2.8[fluorescence artefact?]
CNS(=O)(=O)c1cc(Cl)ccc1Sc1ccccc1C(=O)O	0.5	-9.9	1.96	-5.0	4.8	2.5	-7.2	8.1	0.2
O=C(Cc1cc(=O)[nH]c(=O)[nH]1)N1CCN(C(=O)c2ccco2)CC1	-3.8	0.8	0.785	0.7	3.2[fluorescence artefact?]	-2.3	-20.8	6.0	-5.5[fluorescence artefact?]
OC(CNC1CCCCC1)COCCOc1ccc(Br)cc1 (centres undefined)	-12.4	-18.3	1.47	0.7	19.9[fluorescence artefact?]	-14.3	2.7	-1.7	-1.2
COc1ccc(C(C)(C)C)cc1S(=O)(=O)N1CCC(C(N)=O)CC1	-1.1	-20.2	0.642	3.4	-14.2	-3.9	-15.4	·	-1.0
CCOC(=O)C1CCCN(C(=O)c2ccc3c(c2)OCO3)C1 (centres undefined)	2.0	2.7	0.0454	-2.1	-10.4	-13.5	-21.8[20 µM]	10.7	1.5[fluorescence artefact?]
COc1cccc(OCCNC(=O)c2ccccc2Sc2ccccc2C#N)c1	-21.2	-4.9	0.0393	1.6	-8.7[fluorescence artefact?]	-3.3	-23.9	·	2.5
CC(=O)C(Cc1cccc(F)c1)(Cc1cccc(F)c1)C(C)=O	-7.4	-11.1	1.39	3.1	-6.2	-18.1	-29.6	-2.4	-9.0
CC1CC(C)CN(CCOc2ccccc2-c2ccccc2)C1 (centres undefined)	-7.3	1.7	-0.0265	2.2	42.4	-8.3	-27.6	0.9	4.6[fluorescence artefact?]
CC(/C=N/N1CCN(Cc2ccccc2)CC1)=C\c1ccccc1	-2.1	-11.2	-0.831	-7.8	-12.5	-1.2	-27.7	-1.7	0.5
Cc1cc(C)n(C(=O)CNC(=O)C(c2ccccc2)c2ccccc2)n1	-3.0	-3.8	-0.77	-3.0	-1.8	-10.3	-8.3[20 µM]	2.0	-1.7
O=C(Cc1ccccc1)NCc1ccncc1	-17.9	-12.3	-0.023	6.3	-16.1	0.7	-30.2	-1.1	-2.7
CCOC(=O)C1CC(c2ccccc2)=NNC1=O (centres undefined)	-8.3	-0.8	0.618	2.7	-25.2	-8.9	-23.9	35.1	0.8
Cc1cccc(NC(=O)NCc2ccc3c(c2)cc(C)n3C)c1	-16.6	-11.6	·	-2.4	2.3[fluorescence artefact?]	-21.8	-23.9	1.3	-2.4[fluorescence artefact?]
O=C(O)C1CCCCC1C(=O)NCCc1cccc(Cl)c1 (centres undefined)	-17.1	9.9	-0.491	-3.6	3.7[fluorescence artefact?]	-4.3	-12.1[20 µM]	-13.6	-0.1
Cc1cc(C)nc(SCC(=O)Nc2ccc(N3CCOCC3)c(Cl)c2)n1	2.9	-14.9	0.323	-2.4	-3.3	2.4	-15.2[20 µM]	-16.4	0.4
O=C1CCN(C(=O)/C=C/c2ccccc2)c2ccccc21	-6.8	-1.8	0.452	-3.9	-17.7	1.7	-12.7	12.6	-3.0
CCOC(=O)N1CCC(c2cc(=O)n3[nH]c(-c4ccccc4)cc3n2)CC1	-2.4	-3.4	0.425	2.5	4.8	-1.9	-17.9	-5.6	-2.3
COC(=O)c1ccc2c(=O)n(NC(=O)C(c3ccccc3)c3ccccc3)c(=S)[nH]c2c1	-15.4	-16.6	·	1.2	3.1[fluorescence artefact?]	-19.9	-18.4[20 µM]	3.1	-37.5[fluorescence artefact?]
O=C(NCCCN1CCCC1=O)c1ccc(CNS(=O)(=O)c2ccc(F)cc2)cc1	4.1	-3.0	-0.0533	1.1	-14.2[fluorescence artefact?]	-27.7	-17.0	2.0	-0.1[fluorescence artefact?]
COc1cc(OC)cc(C(=O)NCc2cc(C)nc3ccccc23)c1	4.8	-1.8	-1.91	1.4	1.1	-20.2	-14.0	1.7	-0.3
N=C(CC1CC(=O)NC(=O)C1)C1=C(O)CCCC1=O	-18.3	-3.8	0.773	-1.0	1.0[fluorescence artefact?]	-3.4	-25.4	-2.0	-0.2
Cc1cc(C)n2ncnc2n1	-9.9	-22.3	-0.0711	1.4	8.4[fluorescence artefact?]	4.4	-18.0[20 µM]	15.1	7.2[fluorescence artefact?]
Cc1ccccc1NC(=O)CN1C(=O)S/C(=C\c2ccc(-c3cc(C(=O)O)ccc3C)o2)C1=O	-39.3	-68.1	-0.198	3.8	51.9	-14.5	-14.0	-65.9	13.1
CC(C)CCN(C)C1CCN(S(=O)(=O)c2ccc(F)cc2)CC1	-11.1	1.5	0.774	-6.0	0.1[fluorescence artefact?]	-34.4	-18.5	-10.5	2.1
Cn1nnnc1SCC(=O)Nc1cccc(S(=O)(=O)N2CCCC2)c1	4.2	-3.8	0.533	-9.4	-6.5	-3.7	-9.3	1.6	-2.0
CN(C)Cc1ccccc1Sc1ccccc1Br	-4.6	-4.4	-0.728	-2.5	8.2	-13.2	-16.9	·	-4.6
Cn1c(C(=O)NCc2ccc3c(c2)OCO3)cc2sccc21	-8.3	-16.4	-0.161	-8.0	-10.7	-13.6	-23.0	-1.1	0.9
COc1ccc(/C=C/c2c([N+](=O)[O-])c(=O)n(C)c(=O)n2C)c(OC)c1OC	7.6	-5.1	0.095	-12.4	6.6	2.1	10.2	-9.4	2.2
COc1cc2c(cc1OC)C(C)N(C(=O)c1nccnc1C(=O)O)CC2 (centres undefined)	-6.5	-5.0	1.01	-8.1	-1.7	1.2	-12.2	·	-1.8

Some of these compounds in order of their number in Furin inhibitor, falling.
| SMILES | Furin inhibitor |
| --- | --- |
| Cn1nnnc1SCC(=O)Nc1cccc(S(=O)(=O)N2CCCC2)c1 | -9.3 |
| CCOC(=O)N1CCC(c2cc(=O)n3[nH]c(-c4ccccc4)cc3n2)CC1 | -17.9 |
| Cn1c(C(=O)NCc2ccc3c(c2)OCO3)cc2sccc21 | -23.0 |

Source: PubChem BioAssay (several laboratories)
